SUMO1-SIM PPI: modulators of human SUMO1-mediated protein-protein interactions | inhibition, % at 20 µM | SUMO1 binding to a labelled peptide, TR-FRET, 1 h | P63165 | actives 0.33% (n = 360,000); in the data active = inhibition above about 37%
LMPTP inh: blocks human LMPTP phosphatase. actives 0.22% (n = 360,000). inhibition, % at 20 µM. AID 651560. recombinant LMPTP-A, OMFP fluorogenic substrate, fluorescence intensity. P24666;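 active = compounds that cut the enzyme signal by at least half of the control window in the single-dose screen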;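 note: plate controls were DMSO wells with enzyme plus substrate for no effect and substrate without enzyme for full effect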
Target sequence (P24666 whole entry, looked up): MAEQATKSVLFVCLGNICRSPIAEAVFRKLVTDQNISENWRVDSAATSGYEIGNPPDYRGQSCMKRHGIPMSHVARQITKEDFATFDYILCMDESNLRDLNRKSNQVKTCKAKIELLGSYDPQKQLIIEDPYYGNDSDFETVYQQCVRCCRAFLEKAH
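Test system: LMPTP-A, protein tyrosine phosphatase of low molecular weight; Input: 0.625 nM enzyme; Incubation: 50 min dark incubation at room temperature; Signal: endpoint fluorescence intensity from OMFP dephosphorylation; Read-out basis: % inhibition versus control wells.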
eLon inh: inhibitors of E. coli Lon protease; P0A9M0; purified E. coli Lon protease, fluorescence polarization; inhibition, % at 7.94 µM; actives 0.42% (n = 360,000); AID 602123; in the data active = inhibition above about 13%, passing the limit was not always enough;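 note: 0% = enzyme with probe and DMSO and 100% = no enzyme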
DNMT1 block: inhibitors of human DNMT1; P26358; DNMT1 molecular beacon, Hinp1I cleavage, fluorescence; inhibition (reported as % activation of signal), % at 10 µM; actives 0.83% (n = 360,000); AID 588458; in the data active = inhibition above about 50%
Scp-1 inhibitor: Scp-1 (human) phosphatase inhibition. Q9GZU7. Recombinant Scp1, phosphopeptide, malachite green phosphate absorbance. inhibition, % at 20 µM. actives 0.88% (n = 340,000). AID 493091;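 active = inhibition above about 50% at 20 µM, limit read from the data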;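 note: plate controls were DMSO wells with enzyme for no effect and wells lacking enzyme for full effect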
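System: SCP-1 catalytic domain; Reagent: Phospho 17-mer peptide substrate; Doses: one concentration, 20 µM, with 1.0% DMSO; Incubation: 45 min room-temperature reaction, 5 min colour, 30 min stabiliser; Signal: Phosphate-binding colour reagent, absorbance read at 630 nm.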
MsrA act: activates bovine MsrA enzyme. purified bovine MsrA, absorbance read-out. activation, % at 10.6 µM. actives 0.3% (n = 360,000); in the data active = activation above about 7.5%;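 note: 0% = vehicle and 100% = reference activator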
CendR NRP1 mod: modulators of CendR peptide binding to human neuropilin-1; O14786; FAM-RPARPAR peptide binding to NRP-1, fluorescence polarization; inhibition, % at 25 µM; actives 0.85% (n = 360,000);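 active = inhibition or corrected inhibition above about 18%, plus a signal ratio from 0.5 to 1.5, limit read from the data, passing the limit was not always enough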; note: strong numbers were not always called active
Target sequence (O14786 whole entry, looked up): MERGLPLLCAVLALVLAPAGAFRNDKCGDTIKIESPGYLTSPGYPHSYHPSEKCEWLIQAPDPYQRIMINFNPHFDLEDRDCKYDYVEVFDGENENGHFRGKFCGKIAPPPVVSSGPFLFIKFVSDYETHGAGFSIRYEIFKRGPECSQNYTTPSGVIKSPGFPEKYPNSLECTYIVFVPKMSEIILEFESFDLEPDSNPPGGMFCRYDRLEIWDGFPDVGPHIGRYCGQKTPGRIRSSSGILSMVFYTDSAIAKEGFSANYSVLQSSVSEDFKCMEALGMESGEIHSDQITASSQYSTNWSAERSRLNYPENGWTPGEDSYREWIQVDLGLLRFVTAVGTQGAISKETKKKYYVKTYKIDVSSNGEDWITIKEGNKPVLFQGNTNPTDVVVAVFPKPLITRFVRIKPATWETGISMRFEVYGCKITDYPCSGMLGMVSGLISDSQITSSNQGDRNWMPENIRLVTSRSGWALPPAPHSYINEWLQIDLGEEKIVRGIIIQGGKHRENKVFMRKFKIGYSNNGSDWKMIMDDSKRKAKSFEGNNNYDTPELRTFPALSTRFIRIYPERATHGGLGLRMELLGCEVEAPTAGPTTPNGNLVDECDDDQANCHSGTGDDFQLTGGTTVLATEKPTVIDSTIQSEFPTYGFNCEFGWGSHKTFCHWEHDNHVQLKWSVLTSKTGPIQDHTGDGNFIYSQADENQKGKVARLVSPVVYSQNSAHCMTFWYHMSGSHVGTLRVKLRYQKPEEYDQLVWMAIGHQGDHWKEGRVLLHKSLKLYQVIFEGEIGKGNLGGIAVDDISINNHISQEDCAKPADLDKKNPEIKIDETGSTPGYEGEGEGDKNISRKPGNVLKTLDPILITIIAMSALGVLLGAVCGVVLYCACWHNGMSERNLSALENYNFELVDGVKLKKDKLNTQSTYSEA
MsrA inhibitor: inhibitors of bovine MsrA. purified bovine MsrA, absorbance read-out. inhibition, % at 15.5 µM. actives 0.75% (n = 360,000); in the data active = inhibition above about 4.5%;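 note: 0% = vehicle wells with enzyme and 100% = reference inhibitor wells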
STEP block: STEP (human) phosphatase inhibition; actives 0.25% (n = 360,000); AID 588621; inhibition, % at 20 µM; recombinant STEP, OMFP fluorogenic substrate, fluorescence;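 active = inhibition at 20 µM, scaled per plate between control wells, above about 37%, limit read from the data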;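 note: 0% = DMSO with enzyme and substrate and 100% = substrate only without enzyme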
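Measure: Control-normalized % inhibition with plate pattern correction | Test system: STEP phosphatase, cell-free reaction | Medium: pH 6.0 Bis-Tris with DTT and Tween 20 | Technique: Fluorescence, 480/540 nm | Times: Reaction 20 min, ambient temperature | Doses: Single compound dose of 20 µM, 1% DMSO final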
Tb MetRS inh: Trypanosoma brucei MetRS inhibition | actives 0.4% (n = 360,000) | inhibition, % at 11.9 µM | purified T. brucei MetRS, ATP depletion, Kinase-Glo luminescence | AID 624268;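 active = inhibition above a per-plate cutoff of the control wells' mean inhibition plus 3 SD, cut at about 5.5% in these data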;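 note: 0% = DMSO wells median and 100% = median of wells with control inhibitor compound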
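technique = Kinase-Glo luminescence, ATP depletion format | system = purified MetRS (methionyl-tRNA synthetase) enzyme from Trypanosoma brucei | timing = 15 min preincubation, 2 h reaction, all 25 °C | evaluation = percent inhibition versus plate control medians | dosing = single dose, 11.9 µM final nominal, 0.9% final DMSO | also added = substrates ATP, L-methionine and bulk Escherichia coli tRNA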
The depositor's hits bear a star; . = no result given.

SMILES	SUMO1-SIM PPI	LMPTP inh	eLon inh	DNMT1 block	Scp-1 inhibitor	MsrA act	CendR NRP1 mod	MsrA inhibitor	STEP block	Tb MetRS inh
CCOC(=O)C1(Cc2cccc(Cl)c2)CCCN(C(=O)CCNC(C)=O)C1 (stereo not drawn)	-6	-1.1	-8	1	-5	-3	8	0.9	1	-1.7
O=C(NCc1ccccn1)c1cccc(NS(=O)(=O)c2cccc(Cl)c2)c1	3	-0.1	-16	0	-1	-3	5	-1.1	7	-0.9
O=S(=O)(NCC1COc2ccccc2O1)c1ccc2ccccc2c1 (stereo not drawn)	-2	2.8	0	-7	-5	-9	4	0.6	-1	-1.1
CC1CC(C)CN(S(=O)(=O)c2cc(C(=O)O)c(Cl)s2)C1 (stereo not drawn)	5	-1.2	-11	-1	42	-4	-18	0.3	1	-0.2
COc1ccc(OC)c(Cc2nnc(CCC(=O)N3CCN(C4CCCC4)CC3)o2)c1	-3	0.4	-6	2	-4	-3	7	1.0	-1	-0.4
Cc1cccc(NC(=O)NCC2CCN(c3ccc(S(=O)(=O)N4CCOCC4)cc3)CC2)c1	2	1.9	-4	-7	-9	-9	11	-0.2	-3	-0.3
CS(=O)(=O)Nc1ccc(C2=NN(C(=O)c3ccco3)C(c3ccccc3F)C2)cc1 (stereo not drawn)	-4	-0.2	0	-2	-7	-4	0	2.9	-2	-0.6
COC(=O)c1c(NC(=O)COC(=O)[C@@H](NS(=O)(=O)c2cccc(Cl)c2)C(C)C)sc2c1CCC2	-2	2.0	-4	-8	-12	-6	11	0.6	0	-1.1
O=C(COc1ccc(Cl)cc1)Nc1cc(NC(=O)COc2ccc(Cl)cc2)cc(C(=O)O)c1	14	2.2	-5	-5	-9	1	3	0.9	0	1.0
COc1cc(/C=C2\SC(=Nc3ccc(O)cc3)NC2=O)cc(OC)c1O	2	-0.5	-113	-3	-3	-3	-36	3.4	0	1.1
COc1ccc(-c2nn(-c3ccccc3)cc2/C=C/C(=O)N2CCN(c3ccccn3)CC2)cc1	-5	12	4	-5	8	-8	-5	1.6	-1	-0.6
CCC1C(C#N)=C(SCC(N)=O)NC2=C1C(=O)CC(C)(C)C2 (stereo not drawn)	-7	-2.6	1	-8	-7	-2	7	-0.4	3	0.3
O=C(NC1CC2CCCC(C1)N2C(=O)Nc1ccccc1F)C1CC1 (stereo not drawn)	3	-0.8	7	1	-2	-2	1	-0.2	-1	-0.4
Cc1cccc(OCC(O)CN2CCN(S(=O)(=O)c3ccc(C)cc3C)CC2)c1 (stereo not drawn)	10	1.0	-1	0	-7	0	8	0.8	-1	-0.9
CCCNC(=O)Cn1c(=O)/c(=C/c2ccc(-c3cccc([N+](=O)[O-])c3)o2)s/c1=C\C(=O)C(C)(C)C	1	2.4	-37	68*	-8	-2	142	0.0	-25	0.3
Fc1ccc(-c2ccc(NCCN3CCOCC3)nn2)cc1	2	-1.0	-8	4	0	-2	-5	0.4	2	-0.3
COc1ccc(C(=O)Nc2ccc(-n3nncc3C(C)(C)C)cc2)cc1	-7	-0.2	-3	-5	-9	-2	-8	-1.2	-5	-0.9
N#Cc1sc2nc(-c3ccccc3)cc(-c3ccco3)c2c1N	64*	9.2	4	27	49	3	-18	1.4	3	1.1
CC1=C(C(=O)NC2CCCc3c2cnn3-c2ccc(F)cc2F)OCCO1 (stereo not drawn)	-2	-1.1	-6	0	-3	-4	11	-0.8	-2	-0.6
COc1cc(OC)c(S(=O)(=O)Nc2ccccc2NC(=O)CN2CCOCC2)cc1NC(C)=O	-3	-0.4	0	-1	-8	-1	6	0.2	-1	-0.1

Structures above marked active in DNMT1 block.
SMILES	SUMO1-SIM PPI	LMPTP inh	eLon inh	DNMT1 block	Scp-1 inhibitor	MsrA act	CendR NRP1 mod	MsrA inhibitor	Tb MetRS inh
CCCNC(=O)Cn1c(=O)/c(=C/c2ccc(-c3cccc([N+](=O)[O-])c3)o2)s/c1=C\C(=O)C(C)(C)C	1	2.4	-37	68*	-8	-2	142	0.0	0.3

Four of the compounds above, with bars between the fields:
Structure | SUMO1-SIM PPI | LMPTP inh | eLon inh | DNMT1 block | Scp-1 inhibitor | MsrA act | CendR NRP1 mod | MsrA inhibitor | STEP block | Tb MetRS inh
Fc1ccc(-c2ccc(NCCN3CCOCC3)nn2)cc1 | 2 | -1.0 | -8 | 4 | 0 | -2 | -5 | 0.4 | 2 | -0.3
COc1ccc(C(=O)Nc2ccc(-n3nncc3C(C)(C)C)cc2)cc1 | -7 | -0.2 | -3 | -5 | -9 | -2 | -8 | -1.2 | -5 | -0.9
N#Cc1sc2nc(-c3ccccc3)cc(-c3ccco3)c2c1N | 64* | 9.2 | 4 | 27 | 49 | 3 | -18 | 1.4 | 3 | 1.1
CC1=C(C(=O)NC2CCCc3c2cnn3-c2ccc(F)cc2F)OCCO1 (stereo not drawn) | -2 | -1.1 | -6 | 0 | -3 | -4 | 11 | -0.8 | -2 | -0.6

The listing continues:
SMILES	SUMO1-SIM PPI	LMPTP inh	eLon inh	DNMT1 block	Scp-1 inhibitor	MsrA act	CendR NRP1 mod	MsrA inhibitor	STEP block	Tb MetRS inh
Cc1cccc(N2CC(C(=O)Nc3ccc(S(=O)(=O)N4CCOCC4)cc3)CC2=O)c1 (stereo not drawn)	1	-0.9	1	-2	-2	-2	-9	1.1	0	0.4
O=C(CNC(=O)c1ccc(F)cc1)N/N=C/c1cc(Br)ccc1OCc1ccccc1	-1	5.0	4	-12	-7	-1	1	2.3	-2	0.1
CCCCC(=O)N/N=C/c1ccc(-c2ccc([N+](=O)[O-])cc2)o1	-29	0.5	-1	2	-5	-6	-1	1.2	4	-1.0
Cn1cc(S(=O)(=O)N2CCOCC2)cc1C(=O)NCCc1ccccc1	-3	-1.1	3	0	-9	-4	-3	.	0	-0.8
O=C(NNc1ccc([N+](=O)[O-])cc1)Nc1ccccc1	-19	4.9	3	2	-4	1	0	2.6	4	0.3
CC(C)c1ccc(C(=O)Nc2ccc(N3CCOCC3)cc2)cc1	1	-0.6	1	-6	-5	-5	-13	-0.7	0	-0.2
CCCN1CCc2c(sc(NC(=O)c3ccc(S(=O)(=O)N4CCCC4)cc3)c2C(N)=O)C1	-9	2.2	-290	-3	-5	-2	-52	-1.7	1	-0.1
Cc1cc(-n2c(C)cc(C(=O)COc3cc(F)ccc3[N+](=O)[O-])c2C)no1	-10	1.5	-10	-14	-11	-8	-8	0.0	1	-0.6
CCc1ccc(CNC(=O)CCc2nnc(Cc3cccc(C(F)(F)F)c3)o2)nc1	3	-1.3	-1	-1	3	-1	-8	0.2	0	-0.4
COc1ccc(CN(C)C(=O)c2ccc(NC(=O)CC3SC(N4CCCC4)=NC3=O)cc2)c(OC)c1 (stereo not drawn)	1	-0.5	-4	0	1	-2	4	-1.4	-1	-0.5
Cc1cc(SCC(=O)NCCN2C(=O)CSC2=O)nc2c(C)cccc12	2	-1.1	18	5	-2	-7	-5	-0.8	5	-0.5
CC(=O)NC(CC(=O)Nc1ccc(S(=O)(=O)N2CCCCC2)cc1)c1ccccc1 (stereo not drawn)	2	-1.0	-6	-1	-9	0	-19	-0.5	3	0.0
O=C(COc1cccc2cccnc12)N/N=C/c1ccc(O)cc1	-9	0.9	-3	-1	-3	0	8	-0.4	3	-0.7
CCn1c(SCC(=O)NC(C)(C)C)nnc1-c1ccoc1C	6	-1.9	0	-4	0	0	3	-0.1	0	-0.1
COc1ccc(-c2cc(NC=O)c3ncc(-c4ccc(OC)c(OC)c4)n3c2)cc1OC	-16	1.3	-12	-16	.	-5	-30	0.7	0	0.0
C=CCc1ccc(O)c(-c2ccc(O)c(CC=C)c2)c1	7	3.4	2	-22	-7	-2	0	1.4	-2	0.0
COc1ccc(C(CNC(=O)c2ccc(S(=O)(=O)Nc3ccc(F)cc3)cc2)N(C)C)cc1 (stereo not drawn)	5	-0.6	-8	-1	-2	-1	9	-1.1	1	-0.4
Cc1ccc2nc(NC(=O)c3ccc(Cl)s3)sc2c1	11	1.2	5	11	-6	-2	0	1.1	2	-0.4
c1ccc(C2=Nc3cccc4cccc(c34)N2)cc1	-8	8.9	8	-15	-7	-3	-7	0.5	6	0.2
COc1cc(/C=C2/C(=N)N3OC(C)=CC3=NC2=O)ccc1OCCOc1ccc(C)cc1	-35	0.1	-7	13	-7	-5	-30	-0.6	1	-0.6
COc1ccc(S(=O)(=O)NCC(c2ccc(C)cc2)N2CCN(C)CC2)cc1OC (stereo not drawn)	5	0.2	4	1	-7	0	-3	-1.0	5	-0.3
O=C(O)CCCCCNCc1ccncc1	1	-1.9	1	-1	2	0	8	.	2	0.5
COc1ccccc1Cc1nc2ccccc2n1S(=O)(=O)c1ccc(Cl)cc1	2	0.9	-14	-2	-4	0	-9	-1.3	-2	1.1
CC(=O)N1CCc2cc(S(=O)(=O)CCC(=O)NCc3ccco3)ccc21	-1	0.1	-4	-1	-7	-2	10	0.4	-2	-0.3
COc1cccc(CN(C)C(=O)Cc2c[nH]c3ccccc23)c1OC	1	-0.3	2	2	-2	-2	11	-0.1	-1	0.4
CC1=C(C(N)=O)C(c2ccccn2)n2nc(SCc3ccccc3)nc2N1 (stereo not drawn)	-1	-0.2	-1	-1	-8	-2	-16	1.5	0	0.8
Cc1ccc(C(C)C)c(OCc2nnc(SCC(=O)Nc3ncc(C)s3)n2C)c1	-2	0.0	-7	7	-1	-3	8	-0.2	-6	0.3
CC1Cc2ccccc2N1C(=O)CSc1nnc(Cn2nnc3ccccc32)n1C (stereo not drawn)	8	-2.8	-5	6	-5	0	0	0.1	1	0.4
CCC(C)Nc1c([N+](=O)[O-])cc(C)cc1[N+](=O)[O-] (stereo not drawn)	-33	0.4	4	-2	-11	0	-9	-0.6	-2	0.0
CC(=O)NC(CCS(C)(=O)=O)C(=O)Nc1ccc(F)cc1Cl (stereo not drawn)	-3	-3.2	-6	2	-7	-11	7	-0.7	-3	-1.2
CCc1ccc(Oc2coc3cc(OC(=O)c4cc5ccccc5oc4=O)ccc3c2=O)cc1	-10	0.3	-1	22	3	-1	-6	1.0	-1	-0.2
CN(C)c1ccc(/C=N/NC(=O)Cn2nnc3ccccc32)cc1	-10	-1.7	-4	2	-3	-6	-42	5.1*	-2	-0.6
O=c1c2c3c(sc2nc2n1CCCC2)CCCC3	5	-0.6	2	0	2	-3	-2	-0.6	-2	-0.6
N/C(=N\OC(=O)CN1C(=O)c2ccccc2C1=O)c1ccc(Cl)cc1	-2	1.6	0	2	-6	-7	14	-1.1	0	-0.5
COc1cccc(CN2CCC2(C)C(=O)Nc2ccc3c(c2)OCO3)c1F (stereo not drawn)	-4	-0.9	-1	1	.	-6	22	0.2	2	-0.4
CCOc1ccccc1C(=O)Nc1nncs1	5	-0.1	-11	-1	-7	-2	11	1.1	-2	-0.4

Source: PubChem (several laboratories)
